# From PubChem
# A549 viability: counter-screen for Nrf2 inhibitors: cytotoxicity in A549 cells. A549 ARE-Fluc cells, CellTiter-Fluor viability, 18-24 h. Potency, µM (doses to about 46 µM), without a hit: top-dose activity change, negative = cytotoxicity, actives largely listed as inhibitors. 390,000 tested, 0.16% active. AID 504648; note: potency is the fitted concentration of half-maximal effect; % is set by controls: 0 for no effect and ±100 for the full control effect
#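 A549 ARE-Fluc cells in 5% FBS OPTI-MEM, 5000 cells/well, rested 2 h then exposed to compounds in concentration-response for 18-24 h at 37 °C. Viability by CellTiter-Fluor fluorescence (Ex 405/Em 525) after 30 min; luciferase luminescence (BugLite, 15 min, RT) read afterwards.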
# ATXN2 expr inh: ATXN2 expression inhibition. HEK-293 ATXN2-luciferase reporter, luminescence, 24 h. Potency, µM (highest dose often 57 µM), inactives show at the top dose activity change, negative = inhibition, most hits filed as inhibitors. 360,000 tested, 0.72% active. AID 1745845; note: potency is the fitted concentration of half-maximal effect; % is set by controls: 0 for no effect and ±100 for the full control effect; nearly all actives have a fitted effect of over 55% in size
#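 ATXN2-luciferase reporter cells (luciferase flanked by upstream and downstream ATXN2 gene portions) were treated 24 h at 37 °C with compounds at up to 57 uM. SteadyGlo luminescence gave expression; GF-AFC fluorescence gave viability.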
# HepG2 viability: kills HepG2 cells in TGF-b inhibitor counter-screen | Potency, µM (series often up to 46.1 µM), for inactives: top-dose activity change, negative = cytotoxicity, most hits filed as cytotoxic | AID 588856 | 410,000 tested, 0.76% active | HepG2 CAGA-GFP viability, ATP luminescence, 18 h; note: potency is the fitted concentration of half-maximal effect; some results filed as inactive show a strong effect at the top dose
#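 CellTiter-Glo luminescence gave cytotoxicity after 18 hours at 37 degrees C. The cells were HepG2 CAGA-GFP in 1% FBS DMEM, stimulated with 500 pg/mL TGF-beta after compound addition. %Activity was normalised to no-cell wells (complete cell-killing) and DMSO (no toxicity), and curves were fitted and classified.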
# Nrf2 ARE act: activates Nrf2 signaling | 410,000 tested, 0.31% active | AREc32 ARE-luciferase reporter (MCF7-derived line), luminescence, 24 h | Potency, µM (top dose mostly 46.1 µM), for the others: at the highest dose activation, actives largely listed as activators; note: potency is the fitted concentration of half-maximal effect; % of control where 0% means no effect; nearly all actives have a fitted effect of over 65% in size
#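 Nrf2 activation is followed as ARE-luciferase induction in the AREc32 line after one day of compound treatment; luminescence is read with Steady-Glo.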
# MCF10A rerep: induces DNA re-replication in MCF 10a normal breast cells; MCF 10A DNA re-replication, Hoechst nuclear intensity, 48 h; AID 624296; 350,000 tested, 2.9% active; Potency, µM (series often up to 46.1 µM), without a hit: top-dose activity, positive = re-replication, usual class: activators; note: potency is the fitted concentration of half-maximal effect; % of control where 0% means no effect; nearly all actives have a fitted effect of over 50% in size
# Nrf2 block: blocks Nrf2 signaling | A549 ARE-Fluc reporter, luciferase luminescence, 18-24 h | Potency, µM (series often up to 46 µM), inactives show at the top dose activity change, negative = inhibition, hits mostly inhibitors | 360,000 tested, 2.1% active; note: potency is the fitted concentration of half-maximal effect; % is set by controls: 0 for no effect and ±100 for the full control effect; nearly all actives have a fitted effect of over 60% in size
#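 A549 ARE_Fluc cells (5000/well, 5% FBS OPTI-MEM) pre-incubated 2 h, then treated with compounds 18-24 h at 37C/5% CO2 in concentration-response. CellTiter-Fluor viability read first; BugLite luciferase luminescence after 15 min at room temperature gives Nrf2 activity.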
# IL1B secr inh: inhibitors of inflammasome signaling (IL-1 beta secretion). 360,000 tested, 4.7% active. AID 743279. THP-1 LPS/ATP IL-1B secretion, AlphaLISA, 16 h; stronger effect = lower value. activity change, % at 57.5 µM; in the data active = activity change below about -50%; inconclusive = mostly about -30% to -49%; note: % is set by controls: 0 for no effect and ±100 for the full control effect
#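 THP-1 cells pretreated 1 hr with compounds (up to 57.5 uM final), then stimulated with LPS (250 ng/mL final) plus ATP (1.25 mM final); secreted IL-1B measured by AlphaLISA after 16 hr, decreased signal indicating inhibition.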
# S2 tox: reduces viability in counter-screen for ATXN expression inhibitors | S2 cells (HEK-293 line with an ATXN2-luciferase reporter) viability, CellTiter-Fluor protease fluorescence, 24 h | Potency, µM (top dose mostly 56.7 µM), actives largely listed as cytotoxic | 400,000 tested, 0.49% active | AID 651635; note: potency is the fitted concentration of half-maximal effect; nearly all actives have a fitted effect of over 40% in size
# TGFb inhibitor: TGF-b pathway inhibition | HepG2 CAGA-GFP TGF-b/SMAD3 reporter, GFP fluorescence, 18 h; TGF-beta stimulated, 500 pg/mL final | Potency, µM (top dose mostly 46.1 µM), for inactives: top-dose activity, negative = inhibition, usual class: inhibitors | 410,000 tested, 1.2% active; note: potency is the fitted concentration of half-maximal effect; % is set by controls: 0 for no effect and ±100 for the full control effect; nearly all actives have a fitted effect of over 65% in size
#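 TGF-beta reporter screen: HEPG2 CAGA-GFP, 1% FBS, 500 pg/mL TGF-beta final, 18 h; per-cell GFP summed per well; curves fitted and categorized by class.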
# * = called active by the depositor; i = inactive; ? = inconclusive; . = not tested or not shown; [ ] = remark or other dose. Unless noted, calls come from the whole dose curve; as a rule, active = well fitted curve in the direction sought with a large enough effect; inconclusive = small, poorly fitted or top-dose-only effect, or another doubt; inactive = no such curve, though single readings can be large; an effect the other way counts as inactive or inconclusive.
entry	SMILES	A549 viability	ATXN2 expr inh	HepG2 viability	Nrf2 ARE act	MCF10A rerep
1	COc1cccc(C(=O)OCCN2CCOCC2)c1	-8%	.	1%	3.5%	1%
2	O=S(=O)(Nc1ccncc1Cl)c1cccc(Cl)c1Cl	-2%	1%	1%	-0.3%	3%
3	CCCN1CCC(NC(=S)Nc2ccc(S(N)(=O)=O)cc2)CC1	-9%	-37%	-1%	0.2%	5%
4	CC1C(=O)N(Cc2cn(CCC3OCCO3)nn2)CCS(=O)(=O)N1Cc1ccc(-c2ccncc2)cc1 (stereo not given)	.	8%	-1%	0.0%	.
5	CCOC(=O)N1CCN(c2c(NCCCOC(C)C)c(=O)c2=O)CC1	0%	-3%	8%	0.1%	2%
6	Cc1cccc(Oc2cnn(C(C)(C)C)c(=O)c2Cl)c1	-13%	-10%	4%	-0.6%	426%[0.0737 µM]
7	COc1cccc(OC)c1OCCNCCO	-7%	-1%	-13%	0.2%	-1%
8	CCCC(=O)N(CCN1CCOCC1)c1nc2c(C)ccc(C)c2s1	2%	-13%	-6%	5.9%	?

entry	Nrf2 block	IL1B secr inh	S2 tox	TGFb inhibitor
1	8%	2	i	1%
2	-12%	25	i	20%
3	1%	19	?	2%
4	.	19	i	4%
5	9%	-13	i	6%
6	-26%	13	i	-14%
7	8%	7	i	-7%
8	-5%	3	i	2%

# From entry 1 as far as 8, copied from above:
entry	SMILES	A549 viability	ATXN2 expr inh	HepG2 viability	Nrf2 ARE act	MCF10A rerep
1	COc1cccc(C(=O)OCCN2CCOCC2)c1	-8%	.	1%	3.5%	1%
2	O=S(=O)(Nc1ccncc1Cl)c1cccc(Cl)c1Cl	-2%	1%	1%	-0.3%	3%
3	CCCN1CCC(NC(=S)Nc2ccc(S(N)(=O)=O)cc2)CC1	-9%	-37%	-1%	0.2%	5%
4	CC1C(=O)N(Cc2cn(CCC3OCCO3)nn2)CCS(=O)(=O)N1Cc1ccc(-c2ccncc2)cc1 (stereo not given)	.	8%	-1%	0.0%	.
5	CCOC(=O)N1CCN(c2c(NCCCOC(C)C)c(=O)c2=O)CC1	0%	-3%	8%	0.1%	2%
6	Cc1cccc(Oc2cnn(C(C)(C)C)c(=O)c2Cl)c1	-13%	-10%	4%	-0.6%	426%[0.0737 µM]
7	COc1cccc(OC)c1OCCNCCO	-7%	-1%	-13%	0.2%	-1%
8	CCCC(=O)N(CCN1CCOCC1)c1nc2c(C)ccc(C)c2s1	2%	-13%	-6%	5.9%	?

entry	Nrf2 block	IL1B secr inh	S2 tox	TGFb inhibitor
1	8%	2	i	1%
2	-12%	25	i	20%
3	1%	19	?	2%
4	.	19	i	4%
5	9%	-13	i	6%
6	-26%	13	i	-14%
7	8%	7	i	-7%
8	-5%	3	i	2%

# (further entries)
entry	SMILES	A549 viability	ATXN2 expr inh	HepG2 viability	Nrf2 ARE act	MCF10A rerep
9	OC1(Cc2ccccc2)CCNCC1	10%	8%	-1%	2.4%	-15%
10	COc1ccc(N2C(=O)C3[C@@H](C2=O)C2(Cl)C(Cl)=C(Cl)C3(Cl)C2(OC)OC)cc1 (stereo not given in full)	14%	-10%	-7%	-0.7%	24%
11	COc1ccc(NC(=O)Cc2csc(COc3cccc(C)c3)n2)cc1OC	2%	-28%	-25%	0.3%	.
12	Cc1ccc(C)c(NC(=O)C2CC(O)CN2C(=O)OCc2ccccc2)c1 (stereo not given)	-4%	-1%	20%	0.3%	2%
13	Cc1ccc(S(=O)(=O)N2CCN(c3ncnc4sccc34)CC2)cc1	-8%	?	-38%	1.5%	8%
14	Cc1ccc(NC(=O)COC(=O)C2CC2)cc1Cl	-4%	0%	2%	-0.7%	1%
15	Cc1ccc(Cc2cnc(NC(=O)/C(C#N)=C/c3ccc(-c4ccccc4[N+](=O)[O-])o3)s2)cc1	-13%	?	-3%	0.8%	?
16	O=C(CN1C(=O)NC(c2ccccc2)(c2ccccc2)C1=O)NCCc1ccc(F)cc1	0%	4%	7%	2.2%	?

entry	Nrf2 block	IL1B secr inh	S2 tox	TGFb inhibitor
9	11%	.	i	13%
10	5%	24	i	-4%
11	23µM*	.	i	0%
12	-4%	7	i	25%
13	7.3µM*	-10	i	-28%
14	12%	6	?	11%
15	?	-11	?	-6%
16	-8%	-9	i	-7%

# (list continues)
entry	SMILES	A549 viability	ATXN2 expr inh	HepG2 viability	Nrf2 ARE act	MCF10A rerep
17	COc1ccc(N/C=C/C(=O)c2ccc(OC)c(OC)c2)cc1	-16%	6%	1%	4.6%	21µM*
18	CCOC(=O)CCNC(=O)Nc1cc2nc(C)n(Cc3cccc(Cl)c3)c2nc1C	7%	-19%	-18%	-0.3%	8%
19	Cn1ccnc1SCC(=O)c1ccc(OC(F)F)cc1	3%	22%	10%	2.4%	7%
20	COC(=O)c1cc(C)sc1NC(=O)CCc1ccccc1	2%	1%	0%	1.9%	?
21	COc1cc2c(cc1OC)C(c1cc3ccc(C)cc3[nH]c1=O)N(C(=O)c1ccco1)CC2 (stereo not given)	-8%	-39%	-6%	1.4%	7%
22	COc1ccc(NS(=O)(=O)c2ccc3c(c2)oc(=O)n3C)c(OC)c1	-8%	8%	-4%	0.3%	1%
23	Cc1ccc(-c2csc(/C=C3/SC(C)C(=O)N3CC(=O)Nc3ccccc3F)n2)cc1 (stereo not given)	0%	-12%	-5%	-0.5%	21µM*
24	O=C(CSCc1cc(=O)n2ccsc2n1)Nc1ccc(F)cc1	-5%	13%	-7%	-0.1%	-6%

entry	Nrf2 block	IL1B secr inh	S2 tox	TGFb inhibitor
17	-24%	-14	?	2%
18	-7%	16	i	-8%
19	8%	1	i	-6%
20	-5%	-3	i	2%
21	-7%	-3	i	-17%
22	-15%	35	i	7%
23	-5%	0	i	-5%
24	2%	66	i	-2%

# Next entries.
entry	SMILES	A549 viability	ATXN2 expr inh	HepG2 viability	Nrf2 ARE act	MCF10A rerep
25	CCC(C)[C@H]1CNC(=O)C(=O)N1CCCCC1CCCCC1 (stereo not given in full)	.	-4%	.	0.2%	.
26	CN(CC(=O)Nc1ccccc1C(F)(F)F)C(=O)CCc1nc2ccccc2c(=O)[nH]1	-11%	9%	0%	0.8%	2%
27	CCc1cccc(C)c1NC(=O)c1ccc2c(c1)CCN2S(C)(=O)=O	-2%	-5%	7%	0.2%	-1%
28	CCN(CCn1cccn1)C(=O)CCc1nnc(C2(c3ccc(Cl)cc3)CCC2)o1	4%	-37%[11.3 µM]	5%	-0.1%	-10%
29	CC(C)[C@H](NC(=O)c1ccco1)C(=O)OCC(=O)c1ccc2c(c1)NC(=O)CO2	5%	-7%[11.3 µM]	2%	-0.8%	-2%
30	C=CCN1C(=O)C(C(C)CC)NC1=S (stereo not given)	0%	-14%	5%	0.2%	2%
31	CCc1ccc(OCC(=O)N(C)C2CCS(=O)(=O)C2)cc1 (stereo not given)	-11%	-17%	8%	-0.9%	-42%[inhibitor]
32	CCOC(=O)C(Cc1ccc(OC)c([N+](=O)[O-])c1)NC(=O)CCC(=O)Nc1ccc(OC)cc1 (stereo not given)	5%	-12%	-16%	1.9%	5%

entry	Nrf2 block	IL1B secr inh	S2 tox	TGFb inhibitor
25	.	-2	i	.
26	3%	7	i	11%
27	-2%	-9	i	0%
28	19%	-10	i	-7%
29	-1%	-13	i	1%
30	-27%	-16	i	3%
31	17%	1	i	?
32	?	20	i	-8%

# Later entries:
entry	SMILES	A549 viability	ATXN2 expr inh	HepG2 viability	Nrf2 ARE act	MCF10A rerep
33	Cc1c(C(=O)NCc2ccco2)sc2nc(-c3ccccc3)cn12	11%	39%[activator]	-1%	4.2%	?
34	CCN(CC)C(=O)C1CCN(S(=O)(=O)c2ccc3c(c2)CCCN3C(C)=O)CC1	-1%	-11%	-26%	0.1%	.
35	O=C(O)C1Nc2c(O)cccc2C2C=CCC12 (stereo not given)	-12%	-21%	-4%	2.7%	-1%
36	Cc1cc(C(F)(F)F)n(-c2nc(C(=O)NNS(=O)(=O)c3ccccc3)cs2)n1	-3%	0%	-28%	-0.9%	13%
37	CC1CCCC(C)N1CCNC(=O)Cn1nc(-c2ccccc2)ccc1=O (stereo not given)	-2%	-8%	1%	0.0%	5%
38	COc1cccc(C(CC(=O)NCC2CCCO2)NS(=O)(=O)c2ccc(C)cc2)c1OC (stereo not given)	-3%	0%	10%	-0.7%	-13%
39	COc1ccc(C(=O)/C=C/c2ccc(OC)c(Cn3nnc4ccccc43)c2)cc1	?	-35%	-6%	13%[9.22 µM]	16µM*
40	CC(C)CC1C(=O)N(Cc2cn(CCC3OCCO3)nn2)CCS(=O)(=O)N1Cc1ccc(-c2ccccc2)cc1 (stereo not given)	.	?	-44%	-0.4%	.
41	COc1ccc(CCNS(=O)(=O)c2ccc(Br)s2)cc1	8%	9%	-7%	0.2%	7%
42	Cc1ccc(-c2cc(=O)c3cc(F)ccc3[nH]2)cc1	-5%	33%[activator]	-23%	3.9%	?

entry	Nrf2 block	IL1B secr inh	S2 tox	TGFb inhibitor
33	14%	-15	?	6%
34	.	.	i	?
35	-24%	3	i	3%
36	-16%	-6	i	-2%
37	9%	5	i	1%
38	-2%	-16	i	-5%
39	21µM*	?	i	-57%
40	.	-9	?	?
41	5%	-5	i	-1%
42	6%	31	i	-12%
